High-throughput results from PubChem.
Sm TGR block: blocks Schistosoma mansoni thioredoxin glutathione reductase | 3% of 360,000 active | Potency, µM (titrated, usually from 114 µM), inactives show top-dose activity change, negative = inhibition, most hits filed as inhibitors | purified TGR, DTNB reduction, TNB absorbance 405 nm; also: potency is read from the fitted curve at half-maximal effect; nearly all actives have a fitted effect of over 60% in size
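TGR 20 nM + NADPH 100 uM (dispensed conc.), cpd preinc 15 min RT; start with NADPH (500 uM addition) then DTNB (15 mM addition). Kinetic TNB absorbance, 405 nm filter. Four-parameter Hill fit across titration.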
Giardia FBPA inh: Giardia lamblia aldolase inhibition; A8B2U2; Potency, µM (titrated, usually from 59.6 µM), for the others: at the top dose activity, negative = inhibition, usual class: inhibitors; 0.71% of 290,000 active; AID 2451; purified Giardia FBPA; also: potency is read from the fitted curve at half-maximal effect; nearly all actives have a fitted effect of over 55% in size
Target sequence (A8B2U2 whole entry, looked up): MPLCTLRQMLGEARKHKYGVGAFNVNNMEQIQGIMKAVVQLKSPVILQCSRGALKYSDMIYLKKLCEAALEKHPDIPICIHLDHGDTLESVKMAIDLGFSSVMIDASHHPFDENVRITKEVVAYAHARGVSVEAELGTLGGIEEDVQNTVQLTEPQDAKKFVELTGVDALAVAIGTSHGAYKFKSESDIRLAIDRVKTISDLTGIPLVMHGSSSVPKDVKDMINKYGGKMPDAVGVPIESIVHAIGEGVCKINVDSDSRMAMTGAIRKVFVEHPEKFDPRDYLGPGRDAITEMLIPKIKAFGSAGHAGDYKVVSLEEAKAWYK
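Giardia FBPA (40 nM reagent) was preincubated 10 min at RT with compound (up to 57.5 uM final), then substrate plus GAPDH/TPI/NAD/arsenate coupling system with diaphorase/resazurin was added; resorufin fluorescence (525/598 nm) was read after 20 min.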
HCV inhibitor: inhibitors of hepatitis C virus infection | Huh7.5.1 HCVcc-Cre infection, luciferase reporter, 44 h | Potency, µM (highest dose often 41.8 µM), without a hit: at the top dose activity change, negative = inhibition, most hits filed as inhibitors | 3.4% of 340,000 active; also: potency is read from the fitted curve at half-maximal effect
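Infectious HCV cell culture screen: compound-treated cells (1,000/well, pre-plated 4 h) are infected with HCVcc-Cre at roughly 0.5 moi and grown 44 h. Infection is quantified by luciferase signal after 15 min substrate incubation at room temperature.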
HCMV inh: blocks human cytomegalovirus replication; HFF cells, HCMV-luciferase reporter, 72 h; active compounds read low; activity change, negative = inhibition, % at 57.5 µM; 4.5% of 410,000 active; AID 1259415; in the data active = activity change below about -60%; inconclusive = no clear call, values can overlap the other calls; inactive = above about -39%
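Screen run at 2 compound doses on HFFs infected with reporter HCMV, MOI 1 PFU/cell. Luciferase activity from cell lysates at 72 h post infection gave inhibition relative to buffer-only and Salinomycin wells.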
AmpC detergent: blocks E. coli AmpC beta-lactamase in detergent assay. P00811. AmpC hydrolysis of nitrocefin, absorbance 480 nm, 0.01% Triton. Potency, µM (titrated, usually from 114 µM), for inactives: top-dose activity change, negative = inhibition, usual class: inhibitors. 0.041% of 370,000 active. AID 485294;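 also: potency is read from the fitted curve at half-maximal effect; 0% = no-compound wells and -100% = no-enzyme wells; nearly all actives have a fitted effect of over 25% in size; some results filed as inactive show a strong effect at the top dose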
Target sequence (P00811 whole entry, looked up): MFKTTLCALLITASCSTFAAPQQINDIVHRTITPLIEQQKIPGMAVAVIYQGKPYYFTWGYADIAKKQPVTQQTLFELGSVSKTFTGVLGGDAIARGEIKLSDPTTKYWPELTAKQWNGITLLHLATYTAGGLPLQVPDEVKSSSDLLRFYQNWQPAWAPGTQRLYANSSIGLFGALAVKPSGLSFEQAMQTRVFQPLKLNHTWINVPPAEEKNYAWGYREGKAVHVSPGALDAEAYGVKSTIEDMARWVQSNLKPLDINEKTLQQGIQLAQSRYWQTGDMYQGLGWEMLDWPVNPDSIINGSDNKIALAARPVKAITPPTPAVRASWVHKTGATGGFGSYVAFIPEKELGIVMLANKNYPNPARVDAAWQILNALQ
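AmpC (5.3 nM in the dispensed reagent) in 20 mM phosphate pH 7.0 with 0.01% (detergent screen) or 0.0001% Triton X-100 was preincubated with compounds for 15 min at room temperature. Nitrocefin was then added from an 800 uM solution, and hydrolysis was followed at 480 nm.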
AMA1-RON2 inh: AMA1-RON2 (P. falciparum) interaction inhibition | Potency, µM (doses to about 58.2 µM), inactives show at the highest dose activity change, negative = inhibition, actives largely listed as inhibitors | AlphaScreen AMA1-biotinylated RON2 peptide binding | 0.2% of 360,000 active;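 also: potency is read from the fitted curve at half-maximal effect; 0% = vehicle wells and -100% = peptide control; nearly all actives have a fitted effect of over 45% in size; some results filed as inactive show a strong effect at the top dose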
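AMA1 (3D7) with his tag at 25 nM final met compounds first, then biotinylated RON2 peptide at 25 nM; detection used donor plus acceptor beads, 10 µg/mL apiece, read by AlphaScreen after 30 min at room temperature.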
* hit, by the source's call; u = inconclusive; x = not tested or not shown; & = joins results of further samples; [ ] = another dose, or the depositor's remark. Unless noted, calls follow the shape of the dose curve; as a rule, active = well fitted curve in the direction sought with a large enough effect; inconclusive = small, poorly fitted or top-dose-only effect, or another doubt; inactive = no such curve, though single readings can be large; an effect the other way counts as inactive or inconclusive. Unless noted, % is scaled to controls: 0 for no effect and ±100 for the full control effect.

SMILES | Sm TGR block | Giardia FBPA inh | HCV inhibitor | HCMV inh | AmpC detergent | AMA1-RON2 inh
CCOc1ccc(C(=O)Nc2ccc(S(=O)(=O)Nc3cc(C)on3)cc2)cc1 | -4% | -5% | 1.1µM* | 23 | -7% | 4%
COC(=O)c1ccc(/C=C(/NC(=O)c2ccccc2)C(=O)N2CCOCC2)cc1 | -3% | -7% | 13% | -26 | 1% | -1%
O=C(c1cccc(Cl)c1)N1CCC(=O)N(C(COCc2ccccc2)Cc2ccccc2)CC1 (stereo not given) | -16% | -5% | -23% | 14 | -9% | -8%
O=c1[nH]c(SCc2ccc(F)cc2Cl)nc2ccccc12 | -17% | 1% | -24% | -20 | 1% | -23%
Cc1ccc(NC(=O)C(=O)NCCCN2CCCC2=O)cc1 | -3% | x | 13% | 63 | -14% | 13%
CCOc1ccc(N2C(=O)CC(N3CCC(O)(c4ccc(Br)cc4)CC3)C2=O)cc1 (stereo not given) | 0% | 0% | 19% | -29 | 2% | 14%
Cc1ccc(NC(=O)CSc2nc(=O)n3cc(C)ccc3n2)c(C)c1 | 1% | x | 10% | -19 | u | 2%
Cc1ccc(C(=O)C(C(=O)/C=C/c2ccccc2)=C2SCCCS2)cc1 | -9% | 1% | u | -97* | u | -28%
CC1(C)Cc2c(c(-c3ccco3)nc3sc4c(NCCN5CCOCC5)ncnc4c23)CO1 | 40µM* | -2% | u | -13 | -10% | -5%
CCCCCCSc1cc(-c2nc3cnccn3c2NCc2ccccc2)ccc1OC | -20% | x | 17% | x | 0% | 12%
CNC(=O)/C(C#N)=C/c1c(F)cccc1Cl | -21% | 0% | 1% | -80* | -2% | -6%
O=C(NCCN1CCCCC1)c1c(O)c2ccccc2[nH]c1=O | 10% | -11% | 4% | 25 | -15% | 15%
Cc1ccc(NC(=O)COC(=O)[C@@H]2CCCN2C(=O)c2cccs2)cc1S(=O)(=O)N(C)C | 8% | -5% | 18% | -17 | -5% | 2%
COc1cc(Cl)c(C)cc1NC(=O)CSc1ccc(C)cc1 | 4% | 1% | u | 50 | -7% | 23%
CCN(CC)S(=O)(=O)c1ccc(NC(=O)CCN2C(=O)C3CC=CCC3C2=O)cc1 (stereo not given) | 3% | x | 1% | -18 | 5% | 6%
CN(C)S(=O)(=O)c1ccc(Cl)c(NC(=O)C2CCN(S(=O)(=O)c3cccs3)CC2)c1 | 1% | x | u | -66* | 7% | 1%
Cc1ccc(C)c(Cn2nnc3c(=O)[nH]c(C4CCCN(S(=O)(=O)Cc5ccccc5)C4)nc32)c1 (stereo not given) | 0% | x | -1% | -20 | -10% | 0%
Cc1csc(NC(=O)c2sccc2C)n1 | -1% | -5% | 0% | 68 | -2% | 5%
C=CCn1c(SCC(=O)NCC(=O)OCC)nnc1-c1cccc(OC)c1 | -3% | -17% | 7% | 4 | u | 6%
COc1ccc(NC(=O)CC2C(=O)N(c3ccc(F)cc3)C(=O)N2Cc2cccnc2)cc1 (stereo not given) | 5% | x | x | 13 | 18% | x
COc1ccc(OC)c(-c2cc(C(=O)NCCc3ccccc3)c3c(-c4ccc(C)cc4)[nH]nc3n2)c1 | -9% | x | x | 3 | -7% | x
CN1C(=O)C(C)(C)c2cc(S(=O)(=O)N3CCCC3C(=O)NCc3ccccc3Cl)ccc21 (stereo not given) | -7% | 4% | -6% | 0 | u | 29%
CC1(C)CC(=O)/C(=C(\O)c2ccccc2)C(=NCCc2ccccc2)C1 | 0% | 6% | 12% | -39 | -9% | 2%
Cc1onc(-c2ccccc2)c1C(=O)NCc1ccccc1F | -3% | 4% | 21% | -17 | -10% | 4%
O=P(Cc1cccc[n+]1[O-])(c1ccccc1)c1ccccc1 | 0% | 15% | 17% | -3 | u | 0%

Part of the list above, as labelled records:
COc1cc(Cl)c(C)cc1NC(=O)CSc1ccc(C)cc1
  Sm TGR block = 4%; Giardia FBPA inh = 1%; HCV inhibitor = u; HCMV inh = 50; AmpC detergent = -7%; AMA1-RON2 inh = 23%

CCN(CC)S(=O)(=O)c1ccc(NC(=O)CCN2C(=O)C3CC=CCC3C2=O)cc1 (stereo not given)
  Sm TGR block = 3%; Giardia FBPA inh = x; HCV inhibitor = 1%; HCMV inh = -18; AmpC detergent = 5%; AMA1-RON2 inh = 6%

CN(C)S(=O)(=O)c1ccc(Cl)c(NC(=O)C2CCN(S(=O)(=O)c3cccs3)CC2)c1
  Sm TGR block = 1%; Giardia FBPA inh = x; HCV inhibitor = u; HCMV inh = -66*; AmpC detergent = 7%; AMA1-RON2 inh = 1%

Cc1ccc(C)c(Cn2nnc3c(=O)[nH]c(C4CCCN(S(=O)(=O)Cc5ccccc5)C4)nc32)c1 (stereo not given)
  Sm TGR block = 0%; Giardia FBPA inh = x; HCV inhibitor = -1%; HCMV inh = -20; AmpC detergent = -10%; AMA1-RON2 inh = 0%

(next part)
SMILES | Sm TGR block | Giardia FBPA inh | HCV inhibitor | HCMV inh | AmpC detergent | AMA1-RON2 inh
COc1ccc(/C=N/NC(=O)c2[nH]ncc2Br)c(OC)c1 | -20% | 16% | -2% | -37 | -1% | 10%
CCN(CC(=O)NC)S(=O)(=O)c1ccc(C)cc1 | 0% | -1% | 14% | 3 | -12% | 0%
O=C(OCc1ccc([N+](=O)[O-])cc1)C1CC(=O)N(CCc2ccccc2)C1 (stereo not given) | -7% | x | 8% | -6 | u | -2%
N#CC1=C(N)Nc2ncnn2C1c1ccccc1 (stereo not given) | -18% | -3% | 2% | x | u | x
COc1ccc(OCCCC(=O)NC(C)c2ccccc2)cc1 (stereo not given) | -7% | -1% | -1% | -17 | 2% | 4%
CCCOc1ccc([C@@H]2C3CN(C(=O)OCC)CC=C3C(C#N)=C(N)C2(C#N)C#N)cc1OC (stereo not given in full) | u | u | -20%&-19% | -21 | -7% | 3%
CC(=O)C1=C(O)C(=O)N(c2ccccn2)C1c1ccc(C)cc1 (stereo not given) | 0% | -6% | u | 28 | 6% | -1%
COc1ccccc1CCNC(=O)C1CCN(C(=O)/C=C/c2ccccc2)CC1 | -13% | -5% | -5% | -21 | -8% | -4%
COC(=O)CCCC1=CC2=C(c3ccccc3)C(=O)C(C)(OC(=O)C3CCCC3)C(=O)C2=CN1c1ccccc1 (stereo not given) | -15% | u | 4% | 30 | -10% | -1%
O=C(O)CC1C(=O)OCN1C(=O)OCc1ccccc1 (stereo not given) | -4% | 18% | 21% | -4 | -2% | -5%
CSCCC(NC(=O)c1ccccc1Br)C(=O)N1CCN(C(C)=O)CC1 (stereo not given) | -33% | x | -4% | 29 | -1% | 93%[activator]
C[C@@H](OC(=O)c1[nH]cnc1C(=O)NCc1ccc(CNC(=O)OC(C)(C)C)cc1)c1ccccc1 | x | x | u | -15 | x | 94%[activator]
Cc1c(NC(=O)C23CC4CC(CC(C4)C2)C3)c(=O)n(-c2ccccc2)n1C | -32% | 13% | 0% | 7 | 0% | -4%
COc1cccc(CNc2nn[nH]n2)c1OC | 0% | u | 5% | -21 | 4% | 13%
CCn1c(CC(=O)Nc2ccc(C)cc2)nnc1SCC(=O)Nc1nc(C)cs1 | -19% | 2% | 7% | 29 | 2% | -17%
COc1ccc(CC(=O)Nc2ccc(-c3cn4ccc(C)cc4n3)cc2)cc1 | -30% | 0% | u | -19 | u | -5%
COCc1cc(=O)c2ccccc2o1 | x | x | -29% | 14 | x | -5%
C/C(=C\C(=O)c1ccc(C)o1)Nc1ccc2c(c1)OCO2 | 1% | u | 11% | 8 | -9% | -3%
N#Cc1ccccc1Cn1c(=O)n(Cc2ccc(C(=O)NCc3ccco3)cc2)c(=O)c2sccc21 | -29% | 10% | u | -17 | u | -8%
O=C(NOCc1ccccc1)OCc1ccccc1 | x | x | u | 46 | x | 16%
C=CCn1c(C)nnc1SCC(=O)c1c(N)n(C2CC2)c(=O)[nH]c1=O | -4% | x | 9% | -6 | u | 13%
CSc1ccccc1C(=O)C1CCCN(Cc2ccn[nH]2)C1 (stereo not given) | 0% | 1% | -9% | -16 | 5% | 0%
CCN(CC)CCn1c2c(c(SCC(=O)Nc3cccc(C(C)=O)c3)nc1=O)CCCC2 | 45µM* | x | -2% | 9 | 1% | -24%
CSC1=N/C(=C\c2ccccc2C)C(=O)S1 | -6% | -5% | 5% | -29 | 4% | -7%
O=C(N=Nc1c(O)[nH]c2ccccc12)c1cccc(S(=O)(=O)Nc2ccccc2Cl)c1 | 6% | 2% | 8% | -72* | -9% | 14%

Reformatted as labelled records: part of the list above.
O=C(NOCc1ccccc1)OCc1ccccc1
  Sm TGR block: x | Giardia FBPA inh: x | HCV inhibitor: u | HCMV inh: 46 | AmpC detergent: x | AMA1-RON2 inh: 16%
C=CCn1c(C)nnc1SCC(=O)c1c(N)n(C2CC2)c(=O)[nH]c1=O
  Sm TGR block: -4% | Giardia FBPA inh: x | HCV inhibitor: 9% | HCMV inh: -6 | AmpC detergent: u | AMA1-RON2 inh: 13%

The listing continues:
SMILES | Sm TGR block | Giardia FBPA inh | HCV inhibitor | HCMV inh | AmpC detergent | AMA1-RON2 inh
CC(C)C(=O)Nc1ccc(S(=O)(=O)Nc2nccc(/C=C/c3ccccc3)n2)cc1 | -7% | 5% | 35%[activator] | u | u | 13%
CCCCN1C(=N)N([C@@H](C)CN2CCC[C@H]2CN2C(N)=NC[C@@H]2Cc2ccccc2)C[C@H]1Cc1ccccc1 | x | x | -2% | -15 | x | -4%
COc1ccc(-c2nc3ccc(N4CCN(C)CC4)cc3c(=O)[nH]2)cc1 | 7% | 3% | -13% | -17 | 5% | 2%
COc1ccc(NC(=O)c2cnc(SCC(=O)Nc3nc4ccc(C)cc4s3)n(C)c2=O)cc1 | 10% | x | x | 4 | -1% | x
CCOC(=O)C1CCN(C(=O)c2ccc(OCC(=O)Nc3cccc(C(F)(F)F)c3)cc2)CC1 | -4% | x | u | -26 | 3% | 30%[activator]
CCCCCn1c(N)c(-c2nc3ccccc3s2)c2c([N+](=O)[O-])nn(C)c(=O)c21 | -22% | 3% | u | 41 | 1% | 8%
O=C(NCCO)/C(=C/c1cccc([N+](=O)[O-])c1)NC(=O)c1ccco1 | 7% | 0% | 7% | u | 1% | 11%
CCn1cc(C(=O)NCCN(C)C)c(=O)c2cc(F)c(N3CCN(C)CC3)cc21 | -1% | -10% | 14% | 32 | 1% | -2%
CC1CCCCN1C(=O)c1cccc(NC2=C(Cl)C(=O)N(Cc3ccccc3)C2=O)c1 (stereo not given) | -14% | x | u | x | -7% | -2%
O=C(Nc1ccc(-n2cnnn2)cc1)C1CCCN1C(=O)Nc1ccc(Br)cc1 (stereo not given) | 23% | 6% | -3% | -15 | u | 4%
COC(=O)CCP(=O)(O)Cc1ccccc1CP(=O)(O)CCC(=O)OC | 6% | 17% | 13% | 5 | -13% | -3%
COc1ccc(S(=O)(=O)Nc2cccc(C(C)=O)c2)cc1Br | x | 10% | 1% | 10 | -1% | 10%
Cc1ccc(C=C2C(=O)c3ccccc3C2=O)o1 | -28% | 4% | 20% | -20 | -5% | -10%
CC(C)c1ccc(OCC(O)CN2CCN(c3ccccc3)CC2)cc1 (stereo not given) | 5% | 1% | -10%&0% | u | u | -27%&-6%
COc1cc(OC)cc(-c2oc3cccnc3c2C#CCCO)c1 | u | 21% | 7.1µM* | 16 | u | 18%
CC(C)c1ccc(S(=O)(=O)c2cnc(=S)[nH]c2N)cc1 | 11% | 18% | 15% | -13 | -10% | 67%[activator]
